D1 agonist – human D1 receptor agonism; P21728; AID 504660; actives 1% (n = 360,000); HEK293 T-REx D1 cells, calcium flux, agonist mode; activation, % at 2 µM; also: 0% is about no effect
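Inducible HEK293 T-REx D1 cells, force-coupled to calcium signalling, were plated at 4000 cells/well with tetracycline and held overnight at 30 C. After no-wash calcium dye loading, compound-evoked calcium rise over 180 s flagged agonists.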
TRHR PAM – allosteric enhancers of human TRH receptor | P34981 | TRHR cells, fluo-8 calcium fluorescence, EC20 TRH enhancement | enhancement, % at 2 µM | actives 0.66% (n = 360,000) | AID 493056; in the data active = enhancement above about 30%; also: 0% is about no effect
Target sequence (P34981 whole entry, looked up): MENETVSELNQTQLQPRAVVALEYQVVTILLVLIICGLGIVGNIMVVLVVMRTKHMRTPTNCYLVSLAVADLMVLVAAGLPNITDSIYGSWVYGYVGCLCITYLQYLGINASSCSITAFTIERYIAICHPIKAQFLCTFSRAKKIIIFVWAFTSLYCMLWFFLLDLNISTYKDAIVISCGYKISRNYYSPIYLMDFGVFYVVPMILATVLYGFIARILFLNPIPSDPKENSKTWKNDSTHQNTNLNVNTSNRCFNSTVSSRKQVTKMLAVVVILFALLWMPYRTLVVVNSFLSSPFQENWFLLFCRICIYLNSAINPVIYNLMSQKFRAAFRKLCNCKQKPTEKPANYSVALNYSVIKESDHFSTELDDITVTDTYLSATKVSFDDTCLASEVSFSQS
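TRHR-expressing cells loaded with fluo-8 calcium dye were read kinetically (ex 480/em 530) during compound addition, then stimulated with an EC20 of TRH (10 nM final). Enhancement of the Gq-mediated intracellular calcium response was scored.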
D2 antag – D2 dopamine receptor (human) antagonism | HEK293 TREx D2 cells, calcium flux, dopamine EC80 | inhibition, % at 10 µM | actives 2% (n = 340,000); in the data active = inhibition above about 30%; also: 0% is about no effect
Target sequence (P14416 whole entry, looked up): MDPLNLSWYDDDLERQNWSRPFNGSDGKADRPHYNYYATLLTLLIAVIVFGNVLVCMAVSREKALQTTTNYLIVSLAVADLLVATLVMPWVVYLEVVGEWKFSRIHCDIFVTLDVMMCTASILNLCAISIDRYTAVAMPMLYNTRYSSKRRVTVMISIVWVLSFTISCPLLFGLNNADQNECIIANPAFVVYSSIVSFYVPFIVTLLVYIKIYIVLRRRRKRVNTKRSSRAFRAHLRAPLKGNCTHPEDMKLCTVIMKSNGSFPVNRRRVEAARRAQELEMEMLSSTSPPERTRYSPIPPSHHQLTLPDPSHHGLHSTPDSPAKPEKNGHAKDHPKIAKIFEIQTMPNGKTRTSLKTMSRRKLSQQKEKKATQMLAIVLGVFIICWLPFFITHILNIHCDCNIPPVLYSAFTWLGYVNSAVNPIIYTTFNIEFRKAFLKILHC
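Compounds are added to dye-loaded, induced HEK293 T-REx cells coupled to calcium release via D2; after a 3 min kinetic read an EC80 dopamine stimulus is given and fluorescence is recorded for 3 more min.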
D1 antagonist – human D1 dopamine receptor antagonism | P21728 | actives 3.2% (n = 360,000) | activity change, negative = inhibition, % at 10 µM | HEK293 TREx D1 cells, calcium flux, dopamine EC80; active compounds read low; in the data active = activity change below about -30%; also: % is scaled to controls: 0 for no effect and ±100 for the full control effect
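Using tetracycline-induced force-coupled D1 Hek293 cells and a calcium dye, signals were followed for 180 s after compound, then for 180 s after EC80 dopamine, to detect inhibitors.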
D2 PAM – positive allosteric modulators of human D2 dopamine receptor | potentiation, % at 10 µM | HEK293 T-REx D2, calcium flux, EC20 dopamine potentiation | actives 0.34% (n = 340,000) | P14416 | AID 485347;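 active = potentiation over 3 SD above the plate norm, cut at about 30% in these data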; also: 0% is about no effect
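Potentiation of an EC20 dopamine calcium response measured kinetically over 180 s, after a preceding 180 s compound-only read flagging agonists. Cells: inducible Hek293 Trex D2 line, 4000/well, cultured overnight at 30 C before dye loading.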
RXFP1 antagonist – blocks the human relaxin receptor RXFP1; activity change, negative = inhibition, % at 57.5 µM; HEK293-RXFP1, relaxin-stimulated cAMP HTRF, 30 min; active compounds read low; Q9HBX9; actives 0.59% (n = 350,000);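 active = activity change of -60% or lower, but not beyond a set lower limit; inconclusive = change between -60% and -40%, or beyond the set limit; inactive = change above -40%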; also: % is scaled to controls: 0 for no effect and ±100 for the full control effect
D1 potentiator – human D1 dopamine receptor positive modulation. potentiation, % at 10 µM. AID 504651. actives 0.036% (n = 360,000). P21728. HEK293 TREx D1 cells, calcium flux, dopamine EC20 potentiation; in the data active = potentiation above about 30%; also: 0% is about no effect
D2 ag – D2 dopamine receptor (human) agonism. P14416. HEK293 T-REx D2 cells, calcium flux agonist mode. activation, % at 2 µM. actives 0.53% (n = 340,000). AID 485358;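 active = activation over 3 SD above normal in the single-dose calcium agonist read, cut at about 30% in these data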; also: 0% is about no effect
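Agonism scored from kinetic calcium signal (1 read/sec, 180 s) following compound pin transfer, after a 10 s baseline. Cells: HEK293 Trex line expressing inducible D2 receptor coupled to calcium, dye-loaded after overnight culture at 30 C.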
TRHR ag – TRH receptor (human) agonism | P34981 | TRHR cells, calcium flux fluo-8, FDSS agonist mode | activation, % at 2 µM | actives 0.18% (n = 360,000) | AID 493084; also: 0% is about no effect
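Read-out: compound-evoked intracellular calcium rise in TRHR cells, fluo-8 dye, kinetic FDSS fluorescence at 1 s/cycle following a 10-cycle baseline. Cells cultured overnight before dye loading (30 min–1.5 h, RT).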
Starred values were filed as active, the others as inactive; ? = inconclusive; . = no result given. Rule as the data show it, unless noted: active = activation above about 30%; inactive = the rest.

SMILES	D1 agonist	TRHR PAM	D2 antag	D1 antagonist	D2 PAM	RXFP1 antagonist	D1 potentiator	D2 ag	TRHR ag
COC(=O)c1ccccc1NS(=O)(=O)c1ccc(F)cc1	-1	-6	32*	-36*	44*	4	-2	0.0	0.0
CCC(=O)N1N=C(c2ccccc2)CC1c1ccc([N+](=O)[O-])cc1 (configuration not stated)	1	3	-2	-9	16	-1	7	-0.7	-0.3
COc1cccc(C(=O)NN2C(=S)N(c3ccccc3)C(=O)C2CC(N)=O)c1 (configuration not stated)	4	0	1	16	-4	5	10	0.8	0.4
CCCn1c(SCC(=O)Nc2cccc(C)n2)nc2c1c(=O)n(C)c(=O)n2C	1	15	-18	-1	14	-16	-3	0.7	-0.2
COc1ccc2nc(N3CCCC(C(=O)NCCCN4CCN(C)CC4)C3)sc2c1 (configuration not stated)	-1	3	-10	5	-8	6	0	0.7	-0.1
CO/N=C(/CNC(=O)c1ccccc1Cl)c1ccc(Cl)cc1	3	0	20	6	-11	.	-8	-1.0	0.0
COc1ccc(Cc2c(O)nc(SCC(=O)NC(C)(C)C)[nH]c2=O)cc1	2	-6	2	-18	9	-31	-6	0.4	0.6
COc1ccc(NC(=O)c2cnn(-c3ccc(C)cc3)c2-n2cccc2)cc1Cl	4	-2	.	-31*	-6	-3	-4	1.0	0.8
O=C(CNS(=O)(=O)c1ccc2ccccc2c1)NCCc1ccccn1	0	2	4	3	8	-10	-1	-0.1	0.5
COc1ccc(-n2nnnc2SCC(=O)NCc2ccco2)cc1OC	1	2	2	-16	-5	-4	-2	-0.1	-0.3
Nc1c2c3c(sc2nc(=O)n1N)CCCC3	1	-2	23	0	-7	-1	-5	0.4	-0.1
Cc1cccc(-c2nc(SCc3cc(=O)c4cccc(F)c4[nH]3)n[nH]2)c1	-1	-3	.	-7	0	-5	1	-0.6	-0.7
O=S(=O)(Nc1ccon1)c1ccc(Br)s1	4	-3	1	-5	2	-4	4	1.0	-0.1
Cc1ccc(-c2nnc(SCC(=O)Nc3ccccc3N3CCOCC3)o2)cc1	2	3	15	-2	-17	13	-4	-0.3	-0.5
O=C(/C=C/Nc1ccc(F)cc1F)c1ccco1	0	1	15	-5	1	-32	-4	0.2	-1.3
COc1ccc(OC)c(NC(=O)C23CCC(C)(C(=O)C2)C3(C)C)c1 (configuration not stated)	4	0	2	-1	-3	-1	1	0.5	-0.2
O=C(/C=C/c1cccc([N+](=O)[O-])c1)NC(=S)Nc1ccc(CN2CCOCC2)cc1	7	1	3	-1	-19	.	-7	11	0.4
Cc1nnc(NC(=O)C(C)Oc2ccc3c(C)cc(=O)oc3c2)s1 (configuration not stated)	2	4	-4	-7	-7	-3	-3	0.6	0.7
Cc1c(NC(=S)N/N=C\c2ccccc2O)c(=O)n(-c2ccccc2)n1C	0	-1	-21	-10	-5	12	2	-0.7	0.5
O=C(COC(=O)c1cnccn1)NCc1ccccc1	2	1	4	-17	5	11	0	0.2	0.2
O=C(Nc1cc(C(F)(F)F)ccc1Cl)C(NCc1ccccc1)c1ccccc1 (configuration not stated)	5	-1	-10	8	2	.	11	1.1	-0.2
Cc1cccc(Cc2c(C)nc3nc(SCc4ccccc4Cl)nn3c2C)c1	-2	-4	.	1	-6	.	0	0.7	0.1
COc1ccc(NC(=O)c2c(NCc3ccc(C)o3)sc3c2CCC(C)C3)c(OC)c1 (configuration not stated)	2	4	.	3	-8	-39	-1	0.0	0.5
O=C(NCCc1ccco1)C(=O)NCCC1CCCCN1S(=O)(=O)c1ccccc1 (configuration not stated)	0	-6	-16	-8	-10	-5	-10	-0.1	-0.3
S=C(NCC(c1ccco1)N1CCCC1)Nc1ccccc1 (configuration not stated)	5	2	-5	-21	-10	5	-1	0.4	0.0
Cc1ccc(/C=C/c2onc(C)c2S(=O)(=O)N2CCC(C(=O)NCc3ccc(OC(C)C)cc3)CC2)cc1	8	-5	.	9	1	-13	-3	0.3	0.5
Cc1ccc(S(=O)(=O)CCC(=O)OCC(=O)N2CC(=O)Nc3ccccc32)cc1	3	-6	-5	0	-28	4	7	1.2	-0.9
Cc1cc(N2CCN(S(=O)(=O)c3ccc(Cl)c(Cl)c3)CC2)c2ccccc2n1	16	4	-5	1	1	1	4	-0.3	0.6
Cc1cc(NC(=O)COC(=O)c2cccc(S(=O)(=O)N3CCOCC3)c2)no1	3	5	-2	-5	10	-12	-2	-2.3	0.0
O=C(Cn1nc(Cc2ccncc2)c2ccccc2c1=O)Nc1cccnc1Cl	1	1	4	4	-2	-1	-3	-2.1	0.2
CCC1CCCCN1S(=O)(=O)c1ccc(-n2cnnn2)c(C)c1 (configuration not stated)	1	-5	-7	-14	-3	-1	0	-0.6	-0.2
CC(=O)Nc1ccc(/C=C2\Sc3ccccc3C2=O)cc1	7	2	23	10	-9	5	-6	2.6	2.5
Cc1ccc(-c2nnc(SCC(=O)OC(C)C)n2N)cc1	1	-4	.	4	.	1	-6	.	0.1
CSc1ccc(CCNC(=O)c2cccc3c2C(=O)N(C2CCCCC2)C3)cc1	4	-15	30	-1	6	?	1	0.7	0.4
COc1cccc(C2c3c(-c4ccccc4)n[nH]c3C(=O)N2c2ccc(C(=O)O)cc2)c1 (configuration not stated)	3	-8	1	2	21	8	-7	-0.2	2.1
O=C(CSc1nc2ccccc2c(=O)[nH]1)N1CCOCC1	4	-6	18	25	-6	-14	-1	-0.2	0.0
CC(=O)c1ccc(NC(=O)c2nn(C)c3c2COc2ccccc2-3)cc1	3	-4	.	5	5	4	-1	0.5	0.0
COc1ccccc1N1CCN(C(=O)CSc2nc(-c3ccc(C(C)C)cc3)no2)CC1	6	4	.	15	3	-13	3	-0.1	-0.5
CCOC(=O)C1(C)/C(=N/Nc2ccc(Cl)cc2)C(=O)C(=O)N1c1ccccc1 (configuration not stated)	0	-3	7	-6	7	-12	-3	-1.7	-0.5
CN1CCC(OC(=O)COc2ccc(Br)cc2)CC1	5	-1	-21	5	-5	5	-5	-0.3	0.0

5 records picked at random from those above, as already listed:
SMILES	D1 agonist	TRHR PAM	D2 antag	D1 antagonist	D2 PAM	RXFP1 antagonist	D1 potentiator	D2 ag	TRHR ag
Cc1ccc(-c2nnc(SCC(=O)Nc3ccccc3N3CCOCC3)o2)cc1	2	3	15	-2	-17	13	-4	-0.3	-0.5
O=C(CSc1nc2ccccc2c(=O)[nH]1)N1CCOCC1	4	-6	18	25	-6	-14	-1	-0.2	0.0
O=C(CNS(=O)(=O)c1ccc2ccccc2c1)NCCc1ccccn1	0	2	4	3	8	-10	-1	-0.1	0.5
COc1cccc(C(=O)NN2C(=S)N(c3ccccc3)C(=O)C2CC(N)=O)c1 (configuration not stated)	4	0	1	16	-4	5	10	0.8	0.4
COc1ccccc1N1CCN(C(=O)CSc2nc(-c3ccc(C(C)C)cc3)no2)CC1	6	4	.	15	3	-13	3	-0.1	-0.5

The list continues.
SMILES	D1 agonist	TRHR PAM	D2 antag	D1 antagonist	D2 PAM	RXFP1 antagonist	D1 potentiator	D2 ag	TRHR ag
CC1CCN(CC(O)COC2CC(C)CCC2C(C)C)CC1 (configuration not stated)	17	2	-1	-12	10	0	-2	0.3	1.3
COc1cc2c(cc1OC)C(C)=NCC2	8	-2	-24	6	2	-1	-3	1.4	0.6
CC(NC(=O)c1ccccc1)c1nc2ccccc2n1Cc1ccc(Cl)cc1 (configuration not stated)	5	-17	.	10	.	-14	2	-1.0	1.2
CCc1ccc(C2NC(=O)c3ccccc3O2)cc1 (configuration not stated)	2	1	2	7	5	0	5	0.1	0.1
O=C(NCCCN1CCCC1=O)c1c(O)nc2ccccn2c1=O	1	-1	-3	-2	6	0	-4	0.4	0.2
CCCCCCCC(=O)N/N=C(\C)c1cccnc1	-2	3	7	-9	2	-11	-6	0.7	-0.2
COc1ccccc1CN(C)CC(=O)Nc1ccc(Cl)cc1C(F)(F)F	3	-1	-11	-19	-12	-17	-9	-0.7	0.3
CCOC(=O)Cc1csc(NC(=O)c2cc(=O)c3ccccc3o2)n1	5	-1	27	2	-1	3	-1	0.3	-0.9
Nc1c(C(=O)c2ccccc2)sc2nsc(SCCN3CCCC3)c12	167*	-8	9	-34*	-14	-8	-4	37*	54*
O=C(NCC1CCCO1)c1cccc(Oc2ccccc2)c1 (configuration not stated)	1	-6	2	-3	-2	-2	-1	0.1	3.0
CC(NC(=O)c1ccccc1NC(=O)c1ccco1)C(=O)O (configuration not stated)	0	-3	-1	1	3	-1	-3	0.7	-0.5

Exported with values under each structure: entries from further up
Each structure is followed by: D1 agonist	TRHR PAM	D2 antag	D1 antagonist	D2 PAM	RXFP1 antagonist	D1 potentiator	D2 ag	TRHR ag
O=C(NCCCN1CCCC1=O)c1c(O)nc2ccccn2c1=O
  1	-1	-3	-2	6	0	-4	0.4	0.2
CCCCCCCC(=O)N/N=C(\C)c1cccnc1
  -2	3	7	-9	2	-11	-6	0.7	-0.2
COc1ccccc1CN(C)CC(=O)Nc1ccc(Cl)cc1C(F)(F)F
  3	-1	-11	-19	-12	-17	-9	-0.7	0.3
CCOC(=O)Cc1csc(NC(=O)c2cc(=O)c3ccccc3o2)n1
  5	-1	27	2	-1	3	-1	0.3	-0.9
Nc1c(C(=O)c2ccccc2)sc2nsc(SCCN3CCCC3)c12
  167*	-8	9	-34*	-14	-8	-4	37*	54*
O=C(NCC1CCCO1)c1cccc(Oc2ccccc2)c1 (configuration not stated)
  1	-6	2	-3	-2	-2	-1	0.1	3.0

Screens as filed in PubChem.
